Screens: PubChem, National Center for Advancing Translational Sciences (NCATS)
MLL CXXC-DNA inh: MLL CXXC-DNA interaction inhibition; MLL-CXXC / FITC-HOXA9 DNA fluorescence polarization; Potency, µM (titrated, usually from 115 µM), inactives show at the highest dose activity change, negative = inhibition, actives largely listed as inhibitors; 290,000 tested, 0.037% active; Q03164; AID 2662; active = well fitted inhibition curve with a large enough effect in the polarisation, with a control signal flat, not every such curve was filed as active; inconclusive = small, poorly fitted or top-dose-only effect, or effect the other way, or a change in a side signal; inactive = no such curve, though single readings can be large or run the other way; the % refers to the polarisation; note: potency is the fitted concentration of half-maximal effect
Target sequence (Q03164 whole entry, looked up): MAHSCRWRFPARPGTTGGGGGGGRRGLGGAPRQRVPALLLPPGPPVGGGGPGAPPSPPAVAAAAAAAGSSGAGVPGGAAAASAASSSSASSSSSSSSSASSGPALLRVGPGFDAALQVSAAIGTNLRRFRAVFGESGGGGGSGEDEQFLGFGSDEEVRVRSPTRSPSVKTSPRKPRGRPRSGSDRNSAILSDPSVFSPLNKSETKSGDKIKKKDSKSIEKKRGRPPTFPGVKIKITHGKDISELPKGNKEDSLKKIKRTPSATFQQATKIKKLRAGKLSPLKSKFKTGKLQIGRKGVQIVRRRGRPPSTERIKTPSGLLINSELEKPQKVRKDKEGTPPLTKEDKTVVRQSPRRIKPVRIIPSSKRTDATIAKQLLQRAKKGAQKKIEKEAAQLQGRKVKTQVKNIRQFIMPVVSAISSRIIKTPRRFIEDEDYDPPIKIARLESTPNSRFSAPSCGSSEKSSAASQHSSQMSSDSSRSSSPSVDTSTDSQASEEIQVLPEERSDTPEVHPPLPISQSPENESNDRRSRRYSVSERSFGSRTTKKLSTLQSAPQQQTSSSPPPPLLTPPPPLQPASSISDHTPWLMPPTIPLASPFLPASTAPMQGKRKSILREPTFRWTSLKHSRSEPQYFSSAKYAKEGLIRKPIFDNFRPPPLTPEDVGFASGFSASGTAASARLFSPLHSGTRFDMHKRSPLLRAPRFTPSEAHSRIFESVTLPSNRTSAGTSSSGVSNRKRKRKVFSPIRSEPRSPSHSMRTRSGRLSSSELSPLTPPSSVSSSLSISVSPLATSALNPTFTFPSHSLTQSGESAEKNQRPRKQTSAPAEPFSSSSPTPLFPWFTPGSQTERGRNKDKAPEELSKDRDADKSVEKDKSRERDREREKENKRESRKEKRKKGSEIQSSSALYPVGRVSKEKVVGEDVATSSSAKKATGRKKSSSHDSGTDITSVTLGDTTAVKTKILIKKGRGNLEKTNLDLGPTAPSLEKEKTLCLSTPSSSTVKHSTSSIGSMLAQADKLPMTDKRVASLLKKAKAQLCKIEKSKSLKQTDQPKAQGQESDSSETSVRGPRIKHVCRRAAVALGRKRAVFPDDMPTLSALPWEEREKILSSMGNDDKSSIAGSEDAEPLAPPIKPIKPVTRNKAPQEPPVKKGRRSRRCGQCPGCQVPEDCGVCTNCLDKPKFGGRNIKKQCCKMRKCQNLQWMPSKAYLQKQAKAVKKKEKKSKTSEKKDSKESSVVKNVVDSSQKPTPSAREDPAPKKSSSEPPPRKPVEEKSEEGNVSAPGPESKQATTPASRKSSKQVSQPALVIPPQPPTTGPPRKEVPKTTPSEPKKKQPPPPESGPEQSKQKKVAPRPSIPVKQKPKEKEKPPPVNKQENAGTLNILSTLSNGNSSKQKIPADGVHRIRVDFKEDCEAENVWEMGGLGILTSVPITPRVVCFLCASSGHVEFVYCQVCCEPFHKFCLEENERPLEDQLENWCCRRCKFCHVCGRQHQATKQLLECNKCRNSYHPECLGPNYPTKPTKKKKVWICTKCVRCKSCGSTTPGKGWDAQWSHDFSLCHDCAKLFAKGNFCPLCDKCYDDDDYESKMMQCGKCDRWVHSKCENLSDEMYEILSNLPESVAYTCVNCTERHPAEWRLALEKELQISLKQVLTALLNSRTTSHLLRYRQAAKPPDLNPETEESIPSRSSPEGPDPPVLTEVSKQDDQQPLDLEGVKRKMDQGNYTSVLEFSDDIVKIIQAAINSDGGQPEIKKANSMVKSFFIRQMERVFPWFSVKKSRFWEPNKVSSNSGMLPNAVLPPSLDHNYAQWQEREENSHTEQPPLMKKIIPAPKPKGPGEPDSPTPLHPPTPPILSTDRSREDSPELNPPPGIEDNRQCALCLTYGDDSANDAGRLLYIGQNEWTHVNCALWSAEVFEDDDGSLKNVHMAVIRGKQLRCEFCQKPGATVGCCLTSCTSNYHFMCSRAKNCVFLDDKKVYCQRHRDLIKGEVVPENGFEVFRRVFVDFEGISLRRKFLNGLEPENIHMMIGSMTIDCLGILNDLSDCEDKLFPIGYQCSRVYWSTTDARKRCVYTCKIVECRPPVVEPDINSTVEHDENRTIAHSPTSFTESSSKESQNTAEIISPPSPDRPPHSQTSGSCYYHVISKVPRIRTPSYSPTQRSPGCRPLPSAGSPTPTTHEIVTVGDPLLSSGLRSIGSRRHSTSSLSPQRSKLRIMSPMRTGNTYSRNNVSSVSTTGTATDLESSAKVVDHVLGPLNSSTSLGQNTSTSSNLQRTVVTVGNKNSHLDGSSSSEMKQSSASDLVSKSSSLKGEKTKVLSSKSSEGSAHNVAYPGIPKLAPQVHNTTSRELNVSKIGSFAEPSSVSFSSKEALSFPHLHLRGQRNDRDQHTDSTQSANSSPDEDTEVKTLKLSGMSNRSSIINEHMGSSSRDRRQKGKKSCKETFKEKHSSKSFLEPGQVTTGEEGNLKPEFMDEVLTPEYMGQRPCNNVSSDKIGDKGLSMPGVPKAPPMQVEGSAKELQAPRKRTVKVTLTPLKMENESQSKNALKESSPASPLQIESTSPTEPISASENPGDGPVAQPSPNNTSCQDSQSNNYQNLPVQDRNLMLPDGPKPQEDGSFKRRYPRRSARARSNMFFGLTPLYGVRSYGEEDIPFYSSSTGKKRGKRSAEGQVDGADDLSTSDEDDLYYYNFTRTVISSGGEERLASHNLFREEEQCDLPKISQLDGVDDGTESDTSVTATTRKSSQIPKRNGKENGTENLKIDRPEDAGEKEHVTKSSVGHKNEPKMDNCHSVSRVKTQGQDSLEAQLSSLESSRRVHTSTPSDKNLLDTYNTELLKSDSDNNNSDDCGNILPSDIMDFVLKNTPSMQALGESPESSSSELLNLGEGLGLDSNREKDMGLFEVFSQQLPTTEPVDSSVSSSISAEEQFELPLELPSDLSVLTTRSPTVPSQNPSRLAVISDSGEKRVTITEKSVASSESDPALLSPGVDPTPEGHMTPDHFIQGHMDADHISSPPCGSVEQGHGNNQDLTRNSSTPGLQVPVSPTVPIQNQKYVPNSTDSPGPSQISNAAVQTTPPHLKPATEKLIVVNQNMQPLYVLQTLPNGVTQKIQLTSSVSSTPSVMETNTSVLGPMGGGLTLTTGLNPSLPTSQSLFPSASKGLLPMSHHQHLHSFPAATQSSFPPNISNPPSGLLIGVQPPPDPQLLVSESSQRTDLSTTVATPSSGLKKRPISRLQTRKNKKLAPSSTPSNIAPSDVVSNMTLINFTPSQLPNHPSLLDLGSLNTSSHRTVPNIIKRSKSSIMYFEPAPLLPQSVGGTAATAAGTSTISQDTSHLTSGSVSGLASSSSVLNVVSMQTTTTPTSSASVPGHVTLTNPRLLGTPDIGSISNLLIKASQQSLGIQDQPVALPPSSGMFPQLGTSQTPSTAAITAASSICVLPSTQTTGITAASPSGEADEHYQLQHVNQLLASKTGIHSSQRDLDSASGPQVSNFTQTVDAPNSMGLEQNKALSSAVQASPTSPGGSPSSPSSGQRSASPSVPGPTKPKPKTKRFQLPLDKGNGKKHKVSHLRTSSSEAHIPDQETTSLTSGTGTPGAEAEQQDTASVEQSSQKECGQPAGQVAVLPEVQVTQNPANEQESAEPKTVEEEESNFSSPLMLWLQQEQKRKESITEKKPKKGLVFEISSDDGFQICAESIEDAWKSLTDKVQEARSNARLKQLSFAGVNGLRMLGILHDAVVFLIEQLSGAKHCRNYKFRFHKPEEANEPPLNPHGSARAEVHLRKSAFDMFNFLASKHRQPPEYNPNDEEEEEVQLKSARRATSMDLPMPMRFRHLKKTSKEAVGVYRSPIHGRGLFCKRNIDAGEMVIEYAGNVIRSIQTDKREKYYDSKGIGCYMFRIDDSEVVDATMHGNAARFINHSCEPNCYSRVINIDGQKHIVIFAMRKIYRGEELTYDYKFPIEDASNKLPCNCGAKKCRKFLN
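Steps: dispense CXXC domain solution (7 uM) → pin compounds or unlabeled HOX-A9 DNA control → 5 min ambient → add FLSN-HOX-A9 solution (50 nM) → spin → 30 min ambient → fluorescence polarization. Tris pH 7.5/NaCl/DTT/BSA buffer.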
MBNL1-CUG inh: blocks human MBNL1 binding to CUG repeat RNA; Q9NR56; TR-FRET MBNL1-His/biotin-(CUG)12 binding, 665/545 ratio; Potency, µM (series often up to 57.5 µM), for inactives: top-dose activity change, negative = inhibition, hits mostly inhibitors; 280,000 tested, 0.036% active; AID 2675; active = well fitted inhibition curve with a large enough effect in the signal ratio, with a control signal flat, not every such curve was filed as active; inconclusive = small, poorly fitted or top-dose-only effect, or effect the other way, or a change in a side signal; inactive = no such curve, though single readings can be large or run the other way; the % refers to the signal ratio; note: potency is the fitted concentration of half-maximal effect; % is set by controls: 0 for no effect and ±100 for the full control effect
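Compounds (final 92 nM to 58 uM) are added to His-tagged MBNL1 and biotin-(CUG)12, then terbium anti-His antibody and streptavidin-XL665 (5 nM final). After 60 min at room temperature, the 665/545 nm ratio is read.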
S-ASM inh: human S-ASM enzyme inhibition; placental ASM, HMU-PC fluorogenic substrate, 60 min; Potency, µM (titrated, usually from 57.5 µM), for inactives: at the highest dose activity change, negative = inhibition, most hits filed as inhibitors; 340,000 tested, 0.006% active; note: potency is the fitted concentration of half-maximal effect
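Human placenta-derived ASM preincubated with compound 10 min at room temperature, then reacted with 9 uM (final) fluorogenic HMU-PC substrate for 60 min at 37 C. Stop solution raises pH to 10; fluorescence read at Ex 386/Em 447 nm.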
KCNH2 3.1 inh: blocks the human KCNH2 3.1 channel isoform; U2OS KCNH2 3.1, thallium flux FluxOr; active compounds read low; activity change, % (tested at about 1.8 µM); 340,000 tested, 0.95% active;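 active = maximum activity change below -70%; inconclusive = maximum activity change from -70% to -50%; inactive = maximum activity change above -50%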;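 note: thallium influx rate constant from kinetic fluorescence after stimulation buffer; % is set by controls: 0 for no effect and ±100 for the full control effect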
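U2OS cells transduced with KCNH2 3.1 mutant virus (1.77 x 10^8 /mL, 4 h), plated overnight at 37 C, loaded 45 min with FluxOr dye plus Red40 quencher. Thallium flux rate constant from kinetic reads after stimulation buffer, normalised to controls.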
hERG WT inh: inhibitors of human wildtype KCNH2 potassium channel | Q12809 | U2OS, BacMam KCNH2, thallium flux FluxOr; active compounds read low | activity change, % at 1.84 µM | 340,000 tested, 0.37% active;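 active = maximum activity change below -70%; inconclusive = maximum activity change between -70% and -50%; inactive = maximum activity change above -50%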; note: % is set by controls: 0 for no effect and ±100 for the full control effect
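U2OS cells transduced with wild-type KCNH2 virus are loaded with FluxOr dye for 45 min, and thallium flux is measured in kinetic reads before and after stimulation buffer. Rate constants are normalized to DMSO controls.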
A-T KAP1 phos: potential ataxia-telangiectasia treatments restoring KAP-1 phosphorylation; […] A-T fibroblasts, KAP-1 phosphorylation AlphaLISA; neocarzinostatin DNA damage 30 min before lysis; Potency, µM (series often up to 57.5 µM), for the others: at the top dose activation, most hits filed as activators; 320,000 tested, 0.19% active; AID 485349; note: potency is the fitted concentration of half-maximal effect; % of control where 0% means no effect; nearly all actives have a fitted effect of over 45% in size
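ATM-like activity read as KAP-1 phosphorylation via AlphaLISA donor/acceptor antibody pairs after lysis and 6 hr at 25C. Cells were ATM-null patient fibroblasts ([…], hTERT), dosed 60 min, then exposed to the DSB inducer NCS for 30 min.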
FBPA coupling cs: counter-screen for Giardia aldolase inhibitors: coupling enzyme system | coupling enzyme system counterscreen, AmpLite Red fluorescence | activity change, negative = inhibition, % at 58.2 µM, hits read low | 290,000 tested, 0.67% active | AID 2472; in the data active = activity change below about -30%; note: % is set by controls: 0 for no effect and ±100 for the full control effect
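First, compound is pin-transferred into glyceraldehyde-3-phosphate coupling-enzyme reagent at 57.5 uM final and held 10 min at RT. Next, substrate, coupling system and AmpLite Red are added. After 20 min RT, fluorescence (525/598 nm) is read.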
Integrin act MD: activators of alpha7 integrin expression for muscular dystrophy; alpha7betagal myoblasts, beta-gal FDG fluorescence, 48 h; Potency, µM (series often up to 38.3 µM), for the others: top-dose activation, actives largely listed as activators; 350,000 tested, 0.064% active; AID 624291;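 note: potency is the fitted concentration of half-maximal effect; 100% = response of the positive control SU9516; nearly all actives have a fitted effect of over 60% in size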
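alpha7betagal+/- myoblasts (passage 13, 250/well) treated 48 h at 37C with compounds at 1:260 dilution of DMSO stock. Lysed, then beta-galactosidase activity read as FDG fluorescence (ex 480/em 540) after 30 min, with pre-read for autofluorescence.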
GALK inhibitor: inhibitors of human galactokinase | P51570 | Potency, µM (highest dose often 57.5 µM), inactives show at the top dose activity change, negative = inhibition, actives largely listed as inhibitors | Purified GALK, Kinase-Glo residual ATP luminescence | 270,000 tested, 0.007% active; note: potency is the fitted concentration of half-maximal effect; % is set by controls: 0 for no effect and ±100 for the full control effect
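ATP-depletion format; final 35 uM ATP, 100 uM D-galactose, 5 nM enzyme; pH 8.0 HEPES/Mg2+ buffer; 60 min RT; luminescence read 10 min after detection reagent.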
TRPV1 agonist: human TRPV1 agonism; activation, % at 8.33 µM; AID 540275; TRPV1-expressing cells, Fluo-8 calcium influx, agonist mode; 320,000 tested, 0.19% active; Q8NER1; in the data active = activation above about 80%; inconclusive = between about 30% and that limit; note: 0% is about no effect
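TRPV1-expressing cells were cultured overnight at 35.5C and loaded with Fluo-8 calcium dye for 40 to 90 min at room temperature. After a 10 s baseline, compound was added and calcium influx was read kinetically for 3 min (ex 480/em 520 nm).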
* hit, by the source's call; ? = inconclusive; · = not tested or not shown; [ ] = dose if it differs, or a comment. Unless noted, calls come from the whole dose curve; as a rule, active = well fitted curve in the direction sought with a large enough effect; inconclusive = small, poorly fitted or top-dose-only effect, or another doubt; inactive = no such curve, though single readings can be large; an effect the other way counts as inactive or inconclusive.

The line under a structure holds: MLL CXXC-DNA inh, MBNL1-CUG inh, S-ASM inh, KCNH2 3.1 inh, hERG WT inh, A-T KAP1 phos, FBPA coupling cs, Integrin act MD, GALK inhibitor, TRPV1 agonist
1	CC(C)C(OC(=O)CN1C(=O)c2ccccc2C1=O)C(=O)NC1CCCC1 (configuration not stated)
  8%, 1%, 0%, -2, -23, 5%, 1, ?, 4%, -2
2	COc1cc(OC)cc(-c2nc3ccccc3c(=O)o2)c1
  3%, -1%, 22%, 0, -26, 1%, 0, -2%, 1%, -2
3	CCC(=O)N1CCc2cc(Br)cc(S(=O)(=O)NCc3ccco3)c21
  2%, -13%, 4%, -11, 13, 1%, 0, 6%, 2%, 2
4	O=C(NCc1ccc2c(c1)OCO2)c1ccc(C2SCC(=O)N2Cc2ccco2)cc1 (configuration not stated)
  -8%, 20%, 3%, 2, -4, -1%, -3, 23%, 0%, -1
5	O=C(c1ccc(Br)cc1)N1CCN(c2ncccn2)CC1
  ·, ·, 3%, -12, -5, ·, ·, 13%, ·, ·
6	Cc1cc(C)c(NC(=O)CNC(=O)COC(=O)/C=C/c2cccs2)c(C)c1
  ·, ·, 2%, -12, -2, 0%, ·, 16%, ·, 10
7	C/C(CC(=O)Nc1ccc2c(c1)OCCO2)=N\NC(=O)COc1ccccc1C
  1%, -1%, 0%, -3, 0, -4%, -1, 9%, -3%, -2
8	NS(=O)(=O)c1ccc(N2CCOCC2)c(C(=O)NCCCSc2ccccc2)c1
  ·, ·, 1%, -14, 6, 11%, ·, 19%, ·, 3
9	COC(=O)CCN1CCC(c2cc(-c3cccc(C(F)(F)F)c3)n[nH]2)CC1
  -13%, -5%, 0%, -36, 10, 14%, 3, ?, 3%, 10
10	CCCCCCCCn1c(=O)c(C(=O)OC)c(N)c2ccccc21
  -9%, -6%, -26%, 11, -2, 5%, 0, -4%, -6%, ?
11	CCOc1ccc2oc(C(=O)Nc3ccc4c(c3)OCO4)c(C)c2c1
  -9%, 8%, 10%, 6, -12, 6%, 0, 11%, 4%, ?
12	CCC(=O)NC(=S)Nc1ccc(S(=O)(=O)NC(C)C)cc1
  1%, -5%, -1%, 1, 20, 0%, 3, 12%, 3%, 0
13	Cc1ccccc1OCC(=O)Nc1ccc(N2CCN(C(=O)c3ccco3)CC2)cc1
  11%, -2%, 1%, 8, 9, 5%, -1, -4%, 5%, 6
14	CC(C)CN1CCC(=O)N([C@H](CO)c2ccccc2)CC1
  -2%, 6%, -1%, 0, 5, -2%, 2, -3%, ·, 3
15	Cc1cc(NCCN2CCCCC2)n2c(nc3ccccc32)c1C#N
  21%, 4%, ·, ·, ·, 0%, 3, ·, 0%, 4

More structures.
The line under a structure holds: MLL CXXC-DNA inh, MBNL1-CUG inh, S-ASM inh, KCNH2 3.1 inh, hERG WT inh, A-T KAP1 phos, FBPA coupling cs, Integrin act MD, GALK inhibitor, TRPV1 agonist
16	Nc1c(Br)c(=O)[nH]c(=O)n1-c1ccc(F)cc1
  -4%, -11%, 3%, 7, 1, 0%, -4, -23%, ·, 0
17	O=C(/C=C\Nc1ccc(Cl)cn1)c1ccc(Br)cc1
  13%, -1%, 62%[activator], 5, 2, 3%, 4, 12%, 0%, -2
18	O=C1C2C3c4ccccc4C(c4ccccc43)C2C(=O)N1CN1CCOCC1 (configuration not stated)
  1%, -10%, 0%, 3, -15, 1%, 3, -1%, 0%, 0
19	Cc1ccc(C(=O)Nc2cccnc2)cc1NC(=O)c1ccco1
  3%, 3%, 5%, 7, 0, -1%, 1, 1%, -3%, 0
20	CCOC(=O)N1CCN(Cc2c(F)cccc2F)CC1
  -3%, -1%, -1%, 2, -5, ·, 3, 3%, 2%, -3
21	O=C(c1cccc(Cl)c1)N1CCCC(C(=O)N2CCN(c3ccccc3)CC2)C1 (configuration not stated)
  -4%, 13%, -2%, 9, 3, 9%, 3, -12%, 2%, 8
22	Cc1ccc(S(=O)(=O)N2CCN(c3cccc(C)c3)CC2)cc1
  -10%, 2%, 0%, -7, -6, -4%, 3, -9%, 0%, 4
23	O=C(COS(=O)c1ccccc1)Nc1cc(Cl)ccc1N1CCOCC1 (configuration not stated)
  -3%, -8%, 0%, 1, ·, 7%, -3, ?, 2%, 2
24	Cc1nn(C)cc1CN(C)C(=O)c1nn2c(c1Cl)NC(c1cccs1)CC2C(F)(F)F (configuration not stated)
  -3%, 13%, 3%, -13, 9, -1%, -1, -21%, 0%, 2
25	CCCn1c(N)c(N(CCOC)C(=O)c2ccc([N+](=O)[O-])cc2Cl)c(=O)[nH]c1=O
  19%, -2%, -1%, 2, 7, 6%, -1, -57%[inhibitor], 1%, -1
26	Cc1cc(C(=O)C[N+]2(C)CCOCC2)c(C)n1-c1ccc(Br)cc1
  -3%, -5%, 0%, 12, -5, 0%, 5, -15%, 1%, 9
27	CN(C)S(=O)(=O)c1ccc(C(=O)Nc2cccnc2)cc1
  6%, -1%, 4%, -12, -12, 0%, -1, 13%, -4%, 1
28	COc1ccccc1-c1cc(C(=O)NC(C)C)no1
  -4%, -6%, -2%, 10, 0, -2%, 0, 0%[7.66 µM], -1%, ·
29	O=C(COC(=O)CCC1CCCC1)NCc1ccc(Cl)cc1
  -1%, ·, 0%, -16, -2, 2%, -1, -28%, -1%, ?
30	CCOc1ccc(NC(=O)CCCc2cc(-c3ccc(OCC)cc3)on2)cc1
  -2%, 1%, -1%, 0, 7, ·, -2, 11%, 1%, -1

Further records:
The line under a structure holds: MLL CXXC-DNA inh, MBNL1-CUG inh, S-ASM inh, KCNH2 3.1 inh, hERG WT inh, A-T KAP1 phos, FBPA coupling cs, Integrin act MD, GALK inhibitor, TRPV1 agonist
31	COc1ccc(/C=C2\SC(=O)N(CC(=O)N(C)C3CCS(=O)(=O)C3)C2=O)cc1 (configuration not stated)
  -4%, ?, 2%, -9, -6, -3%, -5, -7%, 12%, 0
32	OCC[C@H]1C[C@H](O)[C@@H](O)[C@@]2(CCc3ccccc3CO2)O1
  ·, ·, 2%, 12, 5, 17%, ·, -10%, ·, 1
33	O=S1(=O)C=C(SCc2cccc(Cl)c2)Nc2ccccc21
  7%, -11%, -1%, 3, -1, 3%, -2, 20%, -3%, 18
34	N#Cc1cccc(NC(=O)CCC2CCCC2)c1
  -1%, -9%, 1%, -5, -1, -8%, -1, 9%, 0%, -3
35	O=C(Nc1cccc2ccccc12)NC1CCCc2ccccc21 (configuration not stated)
  9%, -5%, 4%, 4, 2, 11%, -1, 16%, -2%, -3
36	COc1ccccc1NC(=O)Nc1cc(NC(=O)Nc2ccccc2OC)c(C)nc1C
  -2%, ·, 6%, 12, 10, 12%, 0, -8%, -4%, -5
37	COc1ccc(CSc2nc(N3CCOCC3)c3c(c2C#N)CC(C)(C)OC3)cc1
  -2%, 10%, ?, -85*, -13, -3%, -6, 17%, 0%, 80*
38	CC(C)(C)c1ccc(OCC(O)CN2CCOCC2)cc1 (configuration not stated)
  ·, ·, 12%, 10, 6, ·, ·, -10%, ·, ·
39	O=C(/C=C/c1ccccc1)NC(=S)Nc1ccc2c3c(cccc13)CC2
  3%, -3%, -1%, 7, 1, 0%, 1, -9%, 6%, -1
40	COCCNC(=O)CSc1nnc(NC(=O)C2CC(=O)N(c3ccccc3OC)C2)s1 (configuration not stated)
  1%, -7%, 2%, 1, -4, -4%, ·, 18%, -2%, 0
41	CSc1nnc(-c2ccccc2Cl)n1N
  4%, -2%, -3%, 3, -6, 3%, 3, 5%, -4%, 0
42	CSc1sc(-c2ccnc(=S)[nH]2)c(-c2ccccc2)c1C#N
  -6%, 46%[activator], 224%[activator], 12, -21, 0%, 3, 2%, ·, -6
43	Cc1nc2ccccc2c(=O)n1/N=C/c1cccnc1
  -1%, 19%, -1%, 0, -1, ·, 2, 17%, 2%, 2
44	CC1(C)C(c2ccc(Cl)cc2)=[N+]([O-])C2(CCCC/C2=N\O)N1O (configuration not stated)
  7%, 10%, 0%, 4, -4, -1%, 1, 9%, 0%, 2
45	COc1ccccc1C1/C(=C(/O)c2ccccc2)C(=O)C(=O)N1CC(C)C (configuration not stated)
  -14%, -11%, 0%, 19, -11, 7%, -20, 25%, 2%, -2
46	Cn1nccc1C(=O)Nc1cccc(C(F)(F)F)c1
  10%, 0%, 5%, ·, -3, 1%, 0, 7%, 4%, 15
47	Cc1ccc(S(=O)(=O)N/N=C\C=C\c2ccccc2)cc1
  -3%, ?, -6%, -5, -9, 2%, 4, -20%, 0%, 3
